Screening data from PubChem BioAssay.
MPTP inh = inhibitors of mitochondrial permeability transition pore; isolated mouse mitochondria, Ca2+ swelling absorbance, 30 min; inhibition, % at 10 µM; hit rate 1.4% among 360,000;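 active means inhibition of 50% or more, scaled per plate between neutral and stimulator controls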;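 further: 0% = DMSO wells given calcium and 100% = 1 mM EGTA wells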
Gli-Sufu block = blocks Gli-Sufu signaling in a luciferase reporter; Sufu-KO-LIGHT fibroblasts, Gli luciferase reporter luminescence; inhibition, % at 5 µM; hit rate 0.74% among 340,000; AID 588413;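 active means inhibition above about 55%, limit read from the data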;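 further: 0% = DMSO-treated cells and 100% = wells with medium but no cells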
APOBEC3A inh = inhibitors of human APOBEC3A DNA deaminase; P31941; recombinant A3A, FAM/TAMRA ssDNA deamination fluorescence; inhibition, % at 20 µM; hit rate 0.41% among 330,000; AID 493011;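 active means at least 40% inhibition at 20 µM here, with at most 30% in a related deaminase screen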;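 further: plate controls were A3A with DMSO for no effect and wells lacking A3A enzyme for full effect; some results filed as inactive read as strong as hits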
Target sequence (P31941 whole entry, looked up): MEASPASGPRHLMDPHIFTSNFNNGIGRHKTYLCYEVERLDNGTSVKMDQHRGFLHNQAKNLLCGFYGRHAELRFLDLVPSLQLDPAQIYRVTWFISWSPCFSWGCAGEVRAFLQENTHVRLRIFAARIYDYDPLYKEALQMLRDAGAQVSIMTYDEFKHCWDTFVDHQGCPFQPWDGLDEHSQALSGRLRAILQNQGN
CXCR6 block = blocks human CXCR6 beta-arrestin recruitment; O00574; CHO-K1 PathHunter CXCR6 beta-arrestin, luminescence; inhibition, % at 20 µM; hit rate 0.36% among 360,000; AID 602244; in the data active means inhibition above about 34%, passing the limit was not always enough;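 further: antagonist mode with CXCL16 agonist at 10 nM final; 0% = 10 nM CXCL16 with DMSO and 100% = unstimulated wells without agonist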
Target sequence (O00574 whole entry, looked up): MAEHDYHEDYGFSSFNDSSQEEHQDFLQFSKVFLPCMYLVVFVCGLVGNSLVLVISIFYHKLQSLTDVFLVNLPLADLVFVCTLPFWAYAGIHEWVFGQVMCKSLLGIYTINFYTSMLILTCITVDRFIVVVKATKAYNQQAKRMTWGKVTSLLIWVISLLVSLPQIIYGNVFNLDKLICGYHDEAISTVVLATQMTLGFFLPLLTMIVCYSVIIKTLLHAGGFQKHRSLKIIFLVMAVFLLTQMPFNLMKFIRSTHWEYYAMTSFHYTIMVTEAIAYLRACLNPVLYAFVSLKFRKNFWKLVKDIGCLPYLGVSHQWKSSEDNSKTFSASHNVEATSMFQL
CCR6 antag = blocks CCL20-driven beta-arrestin recruitment at human CCR6; P51684; CHO-K1 CCR6 PathHunter beta-arrestin, luminescence, CCL20-stimulated; inhibition, % at 20 µM; hit rate 0.49% among 340,000; AID 493098;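 active means compounds whose inhibition of the agonist-driven luminescence signal at 20 µM reaches about 50%, limit read from the data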;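 further: cells stimulated with CCL20 at 14 nM final; plate controls were DMSO with CCL20 for no effect and DMSO without agonist for full effect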
EBI2 block = blocks human EBI2 receptor beta-arrestin signaling; P32249; inhibition, % at 5 µM; EBI2 beta-arrestin recruitment, luminescence, 7a,25-OHC stimulated; AID 651636; hit rate 0.81% among 360,000; in the data active means inhibition above about 38%;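 further: enzyme fragment complementation signal reports receptor beta-arrestin coupling in cells; 0% = agonist plus DMSO wells and 100% = wells without agonist; some results beyond the cut were filed as inactive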
A3G deaminase = APOBEC3G (human) deaminase inhibition; recombinant A3G, ssDNA deamination FAM/TAMRA fluorescence; inhibition, % at 20 µM; hit rate 0.28% among 330,000; AID 493012;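 active means inhibition of at least 40% at 20 µM, with no more than 30% in the related APOBEC3A deaminase screen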;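 further: plate controls were DMSO wells with A3G for no effect and wells lacking A3G enzyme for full effect; some compounds called inactive have numbers as strong as hits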
Target sequence (Q9HC16 whole entry, looked up): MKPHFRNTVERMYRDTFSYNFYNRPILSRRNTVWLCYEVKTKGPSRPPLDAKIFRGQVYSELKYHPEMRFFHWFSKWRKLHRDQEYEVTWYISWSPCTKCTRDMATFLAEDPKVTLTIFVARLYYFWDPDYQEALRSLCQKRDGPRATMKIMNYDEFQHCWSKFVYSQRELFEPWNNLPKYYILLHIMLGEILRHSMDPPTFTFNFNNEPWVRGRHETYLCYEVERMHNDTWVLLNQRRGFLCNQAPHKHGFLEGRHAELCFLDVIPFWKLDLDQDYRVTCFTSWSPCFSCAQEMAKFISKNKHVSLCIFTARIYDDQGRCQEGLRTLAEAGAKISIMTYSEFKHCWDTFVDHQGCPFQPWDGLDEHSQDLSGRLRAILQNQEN
GRIN3A LBD mod = modulators (binders) of human NR3A ligand-binding domain; NR3A LBD differential scanning fluorimetry, Tm shift; 0% = protein alone, 100% = glycine-bound protein; Tm shift relative to glycine control, % at 25 µM; hit rate 2.5% among 340,000; AID 1259313;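 active means melting temperature shift of at least 10% of the positive control shift, at one fixed dose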
Numbers without * were called inactive.

Results for O=C(NC1CCN(C(=O)Nc2ccccc2)CC1)C1CCCCC1 ?
MPTP inh: -1.4; Gli-Sufu block: -2; APOBEC3A inh: 0; CXCR6 block: 8; CCR6 antag: 4; EBI2 block: 1; A3G deaminase: 1; GRIN3A LBD mod: 0

What do the screens show for `Cc1ccc(N2C(=O)NC(NC(=O)C3CC3)(C(F)(F)F)C2=O)cc1` (centres undefined)?
MPTP inh: 0.9; Gli-Sufu block: -13; APOBEC3A inh: -1; CXCR6 block: 2; CCR6 antag: -2; EBI2 block: -5; A3G deaminase: -5; GRIN3A LBD mod: -4

How did COc1ccc(N/C(=C/[N+](=O)[O-])SC)cc1 do in these assays?
MPTP inh: 0.0; Gli-Sufu block: -13; APOBEC3A inh: -4; CXCR6 block: 1; CCR6 antag: 14; EBI2 block: -11; A3G deaminase: -4; GRIN3A LBD mod: -1

How did CN(C(=O)c1ccccc1Cl)c1ccccc1C(=O)NCc1ccccc1 do in these assays?
MPTP inh: -0.4; Gli-Sufu block: 1; APOBEC3A inh: 1; CXCR6 block: 3; CCR6 antag: 8; EBI2 block: 2; A3G deaminase: -2; GRIN3A LBD mod: -1

Results for Cc1cccc(-c2nc(CS(=O)CC(=O)NC3CCCC(C)C3C)c(C)o2)c1 (centres undefined) ?
MPTP inh: 2.3; Gli-Sufu block: 1; APOBEC3A inh: 1; CXCR6 block: 7; CCR6 antag: 2; EBI2 block: 0; A3G deaminase: 2; GRIN3A LBD mod: -3

Results for Fc1ccccc1N1CCN(C2CCN(Cc3c[nH]c4ccccc34)CC2)CC1 ?
MPTP inh: 1.0; Gli-Sufu block: 12; APOBEC3A inh: -4; CXCR6 block: -2; CCR6 antag: 13; EBI2 block: -7; A3G deaminase: -9; GRIN3A LBD mod: -1

How did COc1cc(C(c2nnnn2C(C)(C)C)N2CCN(C)CC2)cc(OC)c1OC (centres undefined) do in these assays?
MPTP inh: 1.7; Gli-Sufu block: 13; APOBEC3A inh: -2; CXCR6 block: 0; CCR6 antag: 0; EBI2 block: 2; A3G deaminase: -8; GRIN3A LBD mod: -2

Results for CN(CCO)c1cc(NCCCN2CCC(Cc3ccccc3)CC2)c2nonc2c1[N+](=O)[O-] ?
MPTP inh: 1.0; Gli-Sufu block: 0; APOBEC3A inh: 6; CXCR6 block: 23; CCR6 antag: 22; EBI2 block: -5; A3G deaminase: -1; GRIN3A LBD mod: 1

Results for O=C(O)c1cnc(-c2ccccc2)nc1Sc1ccccc1Cl ?
MPTP inh: 8.6; Gli-Sufu block: 1; APOBEC3A inh: 4; CXCR6 block: -6; CCR6 antag: 10; EBI2 block: -3; A3G deaminase: -2; GRIN3A LBD mod: 1

What do the screens show for `S=C(Nc1cccc(Cl)c1)N(CCCN1CCCC1)Cc1cccn1Cc1ccc(Cl)cc1`?
MPTP inh: 4.8; Gli-Sufu block: 9; APOBEC3A inh: 0; CXCR6 block: 8; CCR6 antag: 17; EBI2 block: 10; A3G deaminase: -6; GRIN3A LBD mod: -8

How did CCOc1ccc(N(CC(=O)N/N=C/c2cccnc2)S(C)(=O)=O)cc1 do in these assays?
MPTP inh: -1.3; Gli-Sufu block: -13; APOBEC3A inh: -3; CXCR6 block: 3; CCR6 antag: 8; EBI2 block: 5; A3G deaminase: -3; GRIN3A LBD mod: 3

How did COc1cccc(NC(=O)C2C3C=CC4(O3)C2C(=O)N(C(C)C)C4C(=O)NC2CCCCC2C)c1 (centres undefined) do in these assays?
MPTP inh: -0.8; Gli-Sufu block: -3; APOBEC3A inh: -1; CXCR6 block: -12; CCR6 antag: -10; EBI2 block: -5; A3G deaminase: -2; GRIN3A LBD mod: 0

Results for O=C(OCc1cc(Cl)ccc1OC(F)F)c1cccnc1 ?
MPTP inh: 1.0; Gli-Sufu block: 6; APOBEC3A inh: -1; CXCR6 block: -6; CCR6 antag: 5; EBI2 block: -5; A3G deaminase: -4; GRIN3A LBD mod: 0

Results for OCCC1CN(Cc2cc(F)ccc2-n2cccn2)CCN1Cc1ccc(F)cc1 (centres undefined) ?
MPTP inh: 2.7; Gli-Sufu block: -5; APOBEC3A inh: -2; CXCR6 block: 7; CCR6 antag: 13; EBI2 block: 30; A3G deaminase: -6; GRIN3A LBD mod: -1

Results for CCOC(=O)c1c(C)n(C)c2cc(-c3cccc(C(F)(F)F)c3)c(O)cc12 ?
MPTP inh: 1.0; Gli-Sufu block: 1; APOBEC3A inh: 0; CXCR6 block: -3; CCR6 antag: -17; EBI2 block: 2; A3G deaminase: -2; GRIN3A LBD mod: 13*

What do the screens show for `CCn1c(SCC(=O)N(C)CC(=O)Nc2ccc(F)c(F)c2F)nnc1-c1ccco1`?
MPTP inh: -0.6; Gli-Sufu block: -6; APOBEC3A inh: -1; CXCR6 block: 1; CCR6 antag: -2; EBI2 block: 10; A3G deaminase: -2; GRIN3A LBD mod: -1

Results for Cc1ccc(-c2onc(C)c2C)cc1S(=O)(=O)N1CC(C)Oc2ccccc21 (centres undefined) ?
MPTP inh: 0.2; Gli-Sufu block: -12; APOBEC3A inh: -3; CXCR6 block: -2; CCR6 antag: 20; EBI2 block: -12; A3G deaminase: -5; GRIN3A LBD mod: 0

What do the screens show for `CCCCNc1c(-c2cccc(Sc3ccc(OC)cc3)c2)nc2ccccn12`?
MPTP inh: 6.5; Gli-Sufu block: -20; APOBEC3A inh: -5; CXCR6 block: -10; CCR6 antag: -19; EBI2 block: -65; A3G deaminase: -6; GRIN3A LBD mod: -12

What do the screens show for `COc1cccc(N2C(=O)C(Cc3c[nH]c4ccccc34)NC2=S)c1` (centres undefined)?
MPTP inh: 0.1; Gli-Sufu block: -10; APOBEC3A inh: -6; CXCR6 block: 2; CCR6 antag: 6; EBI2 block: 2; A3G deaminase: -5; GRIN3A LBD mod: 0

How did CCOC(=O)Cn1c(C)c(Br)c(COC)c(C#N)c1=O do in these assays?
MPTP inh: -0.6; Gli-Sufu block: -1; APOBEC3A inh: -5; CXCR6 block: 6; CCR6 antag: 18; EBI2 block: 1; A3G deaminase: -5; GRIN3A LBD mod: 1

What do the screens show for `O=c1/c(=C\c2cccnc2)sc2nc3ccccc3n12`?
MPTP inh: -0.4; Gli-Sufu block: -33; CXCR6 block: -5; CCR6 antag: 1; EBI2 block: -1; GRIN3A LBD mod: -1

Results for Cc1nn(Cc2ccc(C(=O)N3CCCC3)o2)c(C)c1[N+](=O)[O-] ?
MPTP inh: 1.7; Gli-Sufu block: -33; APOBEC3A inh: -3; CXCR6 block: 8; CCR6 antag: 10; EBI2 block: -7; A3G deaminase: -6; GRIN3A LBD mod: 1

How did O=C(CCCCn1c(=O)[nH]c2ccsc2c1=O)NCc1cccnc1 do in these assays?
MPTP inh: -0.9; Gli-Sufu block: -3; APOBEC3A inh: -2; CXCR6 block: -4; CCR6 antag: 0; EBI2 block: 6; A3G deaminase: -5; GRIN3A LBD mod: -1

What do the screens show for `O=C(CCCc1cccs1)Nc1nc2c(s1)CCCC2`?
MPTP inh: -0.2; Gli-Sufu block: -3; APOBEC3A inh: 2; CXCR6 block: 5; CCR6 antag: 13; EBI2 block: -2; A3G deaminase: 0; GRIN3A LBD mod: 0

Results for C=CCOC(=O)C1=C[C@H](C(C)(C)C)[C@@H](CCCO)[C@H](OCC)O1 ?
MPTP inh: 1.2; Gli-Sufu block: 2; APOBEC3A inh: -1; CXCR6 block: -9; CCR6 antag: 6; EBI2 block: -3; A3G deaminase: -7; GRIN3A LBD mod: 0

What do the screens show for `CNc1oc(-c2cccs2)nc1C#N`?
MPTP inh: -0.6; Gli-Sufu block: 30; APOBEC3A inh: 0; CXCR6 block: 2; CCR6 antag: -14; EBI2 block: -5; A3G deaminase: 0; GRIN3A LBD mod: 5

What do the screens show for `CCn1c(SCC(=O)Nc2c(C)n(C)n(-c3ccccc3)c2=O)nnc1-c1cccc(C)c1`?
MPTP inh: -1.8; Gli-Sufu block: -6; APOBEC3A inh: 1; CXCR6 block: 6; CCR6 antag: -25; EBI2 block: 5; A3G deaminase: -2; GRIN3A LBD mod: 0

What do the screens show for `O=S(=O)(c1ccc(Br)cc1)N1CCC2(CC1)OCCO2`?
MPTP inh: -1.4; Gli-Sufu block: 0; APOBEC3A inh: -2; CXCR6 block: -6; CCR6 antag: 5; EBI2 block: 1; A3G deaminase: -6; GRIN3A LBD mod: 2

How did COc1ccc(CCN(Cc2nc3ccccc3c(=O)[nH]2)C(=O)c2ccco2)cc1OC do in these assays?
MPTP inh: -0.1; Gli-Sufu block: 0; APOBEC3A inh: -3; CXCR6 block: -3; CCR6 antag: -7; EBI2 block: 6; A3G deaminase: -3; GRIN3A LBD mod: -2

How did CN1C(=O)c2ccc(C(=O)NCc3ccccc3)cc2C1=O do in these assays?
MPTP inh: -0.1; Gli-Sufu block: 1; APOBEC3A inh: -5; CXCR6 block: 0; CCR6 antag: -13; EBI2 block: -9; A3G deaminase: -8; GRIN3A LBD mod: 0

Reprinted from the part before: two compounds; new compounds follow.
How did COc1ccc(CCN(Cc2nc3ccccc3c(=O)[nH]2)C(=O)c2ccco2)cc1OC do in these assays?
MPTP inh: -0.1; Gli-Sufu block: 0; APOBEC3A inh: -3; CXCR6 block: -3; CCR6 antag: -7; EBI2 block: 6; A3G deaminase: -3; GRIN3A LBD mod: -2

How did CN1C(=O)c2ccc(C(=O)NCc3ccccc3)cc2C1=O do in these assays?
MPTP inh: -0.1; Gli-Sufu block: 1; APOBEC3A inh: -5; CXCR6 block: 0; CCR6 antag: -13; EBI2 block: -9; A3G deaminase: -8; GRIN3A LBD mod: 0

How did COCCNC(=O)c1ccc(N2CCC3(CC2)OCCO3)c([N+](=O)[O-])c1 do in these assays?
MPTP inh: -0.3; Gli-Sufu block: -7; APOBEC3A inh: -2; CXCR6 block: 1; CCR6 antag: 9; EBI2 block: 4; A3G deaminase: 0; GRIN3A LBD mod: 1

How did COCC(=O)N1CCC(Oc2ccc(C(=O)N3C[C@H]4CC[C@H]3C4)cc2)CC1 do in these assays?
MPTP inh: -2.2; Gli-Sufu block: -3; APOBEC3A inh: -3; CXCR6 block: 0; CCR6 antag: -2; EBI2 block: -3; A3G deaminase: -7; GRIN3A LBD mod: 0

Results for COc1cc2c(cc1OC)C(C(=O)Nc1cc(OC)c(OC)c(OC)c1)C(c1cccnc1)N(C)C2=O (centres undefined) ?
MPTP inh: -2.8; Gli-Sufu block: -12; APOBEC3A inh: 1; CXCR6 block: -1; CCR6 antag: -4; EBI2 block: 1; A3G deaminase: -7; GRIN3A LBD mod: 0

What do the screens show for `N/C(=N\OS(=O)(=O)c1ccc2ccccc2c1)c1ccccn1`?
MPTP inh: 0.3; Gli-Sufu block: -8; CXCR6 block: -7; CCR6 antag: 3; EBI2 block: -10; GRIN3A LBD mod: 1

What do the screens show for `CC(C)[C@H](NC(=O)c1ccccc1)C(=O)OCC(=O)N1CCCc2ccccc21`?
MPTP inh: 1.8; Gli-Sufu block: -5; APOBEC3A inh: 0; CXCR6 block: -14; CCR6 antag: 2; EBI2 block: 14; A3G deaminase: -6; GRIN3A LBD mod: -1

How did CC(C)C[C@@H](CN=[N+]=[N-])N1CCN(Cc2ccccc2)CCC1=O do in these assays?
MPTP inh: -0.4; Gli-Sufu block: -3; APOBEC3A inh: -1; CXCR6 block: -4; CCR6 antag: 3; EBI2 block: 1; A3G deaminase: 12; GRIN3A LBD mod: 0

Results for COc1ccc(NC(=O)C2CCOC(C)(C)C2)cc1 (centres undefined) ?
MPTP inh: 1.2; Gli-Sufu block: -15; APOBEC3A inh: -1; CXCR6 block: -4; CCR6 antag: 5; EBI2 block: 5; A3G deaminase: 0; GRIN3A LBD mod: 1

What do the screens show for `CC(=O)OCC(=O)[C@@]12OC3(CCCC3)O[C@@H]1C[C@H]1[C@@H]3CCC4=CC(=O)C=C[C@]4(C)[C@@]3(F)[C@@H](O)C[C@@]12C`?
MPTP inh: -0.9; Gli-Sufu block: 31; APOBEC3A inh: -2; CXCR6 block: -7; CCR6 antag: 6; EBI2 block: 5; A3G deaminase: -2; GRIN3A LBD mod: 2
